Source: PubChem
PKM2 activator: qHTS Assay for Activators of Human Muscle isoform 2 Pyruvate Kinase | Pyruvate kinase PKM (Homo sapiens), P14618 | purified PKM2, Kinase-Glo ATP luminescence, activation; response scale: 0% is enzyme alone, no compound | Potency, µM (highest dose often 57.5 µM), for inactives: at the top dose activation, most hits filed as activators | actives 0.34% (n = 260,000) | AID 1631, 2009; further: potency means the concentration at half of the fitted maximal effect; on the % scale 0 is the no-effect control and ±100 the full control effect; nearly all actives have a fitted effect of over 55% in size
Target sequence (P14618 whole entry, looked up, canonical isoform): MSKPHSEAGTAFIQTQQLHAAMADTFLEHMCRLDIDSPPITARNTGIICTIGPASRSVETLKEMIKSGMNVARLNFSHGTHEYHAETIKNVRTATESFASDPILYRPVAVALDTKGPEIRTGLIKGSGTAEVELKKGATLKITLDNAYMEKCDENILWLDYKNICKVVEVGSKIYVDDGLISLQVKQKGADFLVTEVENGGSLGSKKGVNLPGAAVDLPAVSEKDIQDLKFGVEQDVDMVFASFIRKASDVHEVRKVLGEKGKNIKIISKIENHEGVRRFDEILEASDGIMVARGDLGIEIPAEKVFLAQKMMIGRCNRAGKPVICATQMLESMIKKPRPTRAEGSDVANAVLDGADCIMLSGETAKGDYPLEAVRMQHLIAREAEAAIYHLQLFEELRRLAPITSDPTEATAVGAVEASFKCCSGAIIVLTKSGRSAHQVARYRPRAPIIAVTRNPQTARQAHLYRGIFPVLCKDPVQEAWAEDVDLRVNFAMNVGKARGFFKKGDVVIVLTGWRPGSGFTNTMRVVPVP
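Purified hPK-M2 (>95% pure) converted ADP (0.1 mM final) to ATP with 0.5 mM PEP in 50 mM imidazole pH7.2, KCl, MgCl2, Tween 20, BSA; 1 h at room temperature. ATP detected by Kinase-Glo luminescence.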
Giardia kill: Small Molecules that selectively kill Giardia lamblia: qHTS | actives 0.15% (n = 340,000) | Giardia lamblia trophozoite viability | activity change, % at 7.66 µM, hits read low; in the data active means activity change below about -80%; inconclusive means between about -30% and that limit;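 further: parasites exposed to compound for two days anaerobically before the ATP read; on the % scale 0 is the no-effect control and ±100 the full control effect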
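Luminescence from cellular ATP indicates surviving trophozoites (100 cells/well) following 48 hrs anaerobic compound treatment at 37 deg C; signal develops 15-30 min at room temperature.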
Rab9 promoter act: qHTS Assay for Rab9 Promoter Activators; actives 2.8% (n = 320,000); Potency, µM (doses to about 9.22 µM), for the others: top-dose activation, negative = inhibition, usual class: activators; Huh7 Rab9 promoter-luciferase reporter, luminescence, 24 h; further: potency means the concentration at half of the fitted maximal effect; % of control where 0% means no effect; nearly all actives have a fitted effect of over 60% in size
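Rab9 promoter-driven luciferase in stably transfected Huh7 cells; 1500 cells/well rested 2 h, exposed to compound in DMSO for 24 h at 37 °C, 5% CO2. Luminescence read 10 min after adding luciferase reagent at ambient temperature.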
Menin MLL FP TR: qHTS Assay for Inhibitors Targeting the Menin-MLL Interaction in MLL Related Leukemias: Competition With Texas Red Labeled MLL-derived Mutant Peptide. Menin + Texas Red MLL mutant peptide, fluorescence polarization. Potency, µM (doses to about 61.6 µM), for the others: top-dose FP activity change, negative = inhibition, actives largely listed as inhibitors. actives 0.23% (n = 270,000). AID 1768, 2009; active means well fitted inhibition curve with a large enough effect in the polarisation, with a control signal flat, not every such curve was filed as active; inconclusive means small, poorly fitted or top-dose-only effect, or effect the other way, or a change in a side signal; inactive means no such curve, though single readings can be large or run the other way; the % refers to the polarisation; further: potency means the concentration at half of the fitted maximal effect; % of control where 0% means no effect; many of its hits are not listed in these tables
Gal4-VP16 FLuc: VP16 counterscreen qHTS for inhibitors of ROR gamma transcriptional activity | Drosophila S2 Gal4-VP16 UAS-luciferase, luminescence, 20 h | actives 3.5% (n = 310,000) | AID 2546, 2010 | Potency, µM (highest dose often 53.6 µM), for the others: top-dose activity, negative = inhibition, actives largely listed as inhibitors;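 further: Gal4-VP16 expression switched on by copper sulfate through the metallothionein promoter; potency means the concentration at half of the fitted maximal effect; on the % scale 0 is the no-effect control and ±100 the full control effect; nearly all actives have a fitted effect of over 50% in size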
NPC1 promoter act: qHTS Assay for NPC1 Promoter Activators | Huh7 NPC1 promoter luciferase reporter, 24 h | Potency, µM (highest dose often 9.22 µM), for inactives: at the top dose activation, usual class: activators | actives 2.4% (n = 320,000);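 further: potency means the concentration at half of the fitted maximal effect; % of control where 0% means no effect; nearly all actives have a fitted effect of over 60% in size; reporter is driven by a mutant NPC1 promoter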
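Luminescence from an NPC1 promoter-driven luciferase reporter in stably transfected Huh7 cells was measured after 24 h compound treatment at 37 °C, followed by 10 min ambient incubation with luciferase detection reagent.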
ELG1 genotox: qHTS screen for small molecules that induce genotoxicity in human embryonic kidney (HEK293T) cells expressing luciferase-tagged ELG1 | actives 1.3% (n = 330,000) | AID 504466, 2011 | HEK293T ELG1-luciferase reporter, luminescence, 16 h | Potency, µM (doses to about 46 µM), without a hit: at the highest dose activity change, positive = activation, hits mostly activators; further: potency means the concentration at half of the fitted maximal effect; % of control where 0% means no effect; nearly all actives have a fitted effect of over 60% in size
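HEK293T cells expressing luciferase-tagged ELG1 were exposed to compound or DMSO vehicle for 16 hr at 37 °C and 5% CO2. Luciferase activity was then measured with ONE-Glo after 30 min at room temperature.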
RORg inh: qHTS for inhibitors of ROR gamma transcriptional activity. Drosophila S2 Gal4-RORgamma UAS-luciferase reporter, 20 h. actives 5.4% (n = 310,000). AID 2551, 2010. Potency, µM (series often up to 53.6 µM), for the others: at the highest dose activity change, negative = inhibition, usual class: inhibitors; further: potency means the concentration at half of the fitted maximal effect; on the % scale 0 is the no-effect control and ±100 the full control effect; nearly all actives have a fitted effect of over 60% in size
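Read-out: Photinus luciferase luminescence; inhibitors lower reporter signal. Insect Schneider cells with Gal4-ROR gamma fusion under metallothionein promoter, UAS reporter; 700 uM final copper sulfate induction, 20 hr, ambient temperature.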
p53 reactivator: qHTS assay for re-activators of p53 using a Luc reporter | H1299 p53-A138V BP100-luciferase reporter, luminescence, 24 h | Potency, µM (series often up to 92.2 µM), without a hit: at the top dose activity change, positive = activation, usual class: activators | actives 0.063% (n = 320,000); further: potency means the concentration at half of the fitted maximal effect; % of control where 0% means no effect; nearly all actives have a fitted effect of over 45% in size
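H1299 (p53-null), stable ts p53-A138V + BP100-Luc; 1000 cells/well, Opti-MEM/10% FBS; cpd 4 pt, 1:5; 24 h, 37 deg C, 5% CO2; detection reagent 10 min RT; luminescence.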
BRCA1 expr up: qHTS Assay to Identify Small Molecule Activators of BRCA1 Expression. MCF7-BRCA1-FFLuc reporter, luminescence, 48 h; response scale: scaled: vehicle 0%, 10 µM genistein 100%. Potency, µM (doses to about 46.1 µM), for the others: at the top dose activation, hits mostly activators. actives 1.1% (n = 380,000). AID 624202, 2012; further: potency means the concentration at half of the fitted maximal effect; nearly all actives have a fitted effect of over 80% in size; some results filed as inactive show a strong effect at the top dose
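Activators of BRCA1 expression were detected as increased firefly luciferase luminescence in engineered MCF7 cells after 48 h compound incubation. Signals were scaled to genistein 10 microM as full activation.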
FLuc counter: qHTS profiling assay for firefly luciferase inhibitor/activator using purifed enzyme and Km concentrations of substrates (counterscreen for miR-21 project) | Luciferin 4-monooxygenase (Photinus pyralis), P08659 | Potency, µM (highest dose often 57.5 µM), inactives show top-dose activity change, negative = inhibition, usual class: inhibitors | actives 6.9% (n = 360,000) | purified FLuc, Km substrates, luminescence inhibition;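 further: potency means the concentration at half of the fitted maximal effect; plate controls were vehicle for no effect and reference inhibitor for full effect; nearly all actives have a fitted effect of over 55% in size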
Target sequence (P08659 whole entry, looked up): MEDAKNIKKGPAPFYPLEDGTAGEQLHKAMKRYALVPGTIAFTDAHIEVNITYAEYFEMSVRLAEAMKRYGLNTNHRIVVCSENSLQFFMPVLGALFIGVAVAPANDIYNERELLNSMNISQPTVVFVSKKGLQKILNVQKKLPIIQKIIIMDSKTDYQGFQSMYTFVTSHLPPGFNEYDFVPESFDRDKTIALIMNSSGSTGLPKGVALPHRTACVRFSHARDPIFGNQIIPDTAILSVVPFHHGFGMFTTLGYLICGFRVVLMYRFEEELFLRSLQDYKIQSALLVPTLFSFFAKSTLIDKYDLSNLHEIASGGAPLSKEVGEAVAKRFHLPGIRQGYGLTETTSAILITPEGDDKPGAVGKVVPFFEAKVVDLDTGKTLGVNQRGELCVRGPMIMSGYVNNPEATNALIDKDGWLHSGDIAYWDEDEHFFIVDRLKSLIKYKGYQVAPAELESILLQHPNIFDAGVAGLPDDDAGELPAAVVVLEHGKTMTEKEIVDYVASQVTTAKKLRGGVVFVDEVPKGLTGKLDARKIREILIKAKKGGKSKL
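Purified P. pyralis luciferase, 10 nM final, with Km-level 10 uM D-luciferin and 10 uM ATP in 50 mM Tris acetate pH 7.5, 10 mM Mg acetate, 0.01% Tween-20, 0.05% BSA; 6-point qHTS titration about 60 µM downward; luminescence read.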
Active calls of the source: *; ? = inconclusive; nt = no result given; [ ] = dose if it differs, or a comment. Unless noted, the call rests on the fitted dose curve; in most records, active means well fitted curve in the direction sought with a large enough effect; inconclusive means small, poorly fitted or top-dose-only effect, or another doubt; inactive means no such curve, though single readings can be large; an effect the other way counts as inactive or inconclusive. A portion of the library; the hit share may differ from the screen's.

SMILES	PKM2 activator	Giardia kill	Rab9 promoter act	Menin MLL FP TR	Gal4-VP16 FLuc	NPC1 promoter act	ELG1 genotox	RORg inh	p53 reactivator	BRCA1 expr up	FLuc counter
COc1ccc(C2CC(c3ccccc3OC(C)=O)=NN2C(=O)/C=C/c2ccccc2)cc1 (configuration not stated)	1%	-13	1%	20%	-3%	-4%	5%	-34%	-3%	7%	-3%
Fc1cccc(Cl)c1COc1ccc(-c2nnco2)cc1	nt	18	15%	nt	1%	1%	11%	9%	-2%	37%	?
CCN(CC)S(=O)(=O)c1cccc(NC(=O)COC(=O)C2=COCCO2)c1	nt	-2	-13%	nt	nt	-1%	2%	nt	-4%	0%	0%
O=C1/C(=C/c2cccs2)SC(=S)N1C1CCS(=O)(=O)C1 (configuration not stated)	-5%	-18	-12%	nt	-1%	-18%	-4%	-11%	3%	-25%	-10%
NC(=O)CN1N=C(c2cc(Cl)sc2Cl)CSC1=O	17%	7	-8%	-16%	-2%	-1%	-1%	14%	-6%	0%	-2%
O=C(Cc1ccccc1)Nc1nc2ccccc2s1	5%	-25	27%	25%	?	25%	13%	33%	24%	10µM*	27µM*
CCn1c2ccccc2c2nnc(SCC(=O)Nc3c(C)n(C)n(-c4ccccc4)c3=O)nc21	-3%	-11	0%	-12%	1%	-3%	-1%	35%	-24%	-32%	0%
O=C1CCCCC1C(O)c1ccc(Cl)cc1 (configuration not stated)	-1%	nt	-7%	nt	-2%	0%	-2%	11%	2%	nt	4%
O=C(N=C1SC2CS(=O)(=O)CC2N1c1cc(Cl)ccc1Cl)C1CCCO1 (configuration not stated)	nt	-9	-1%	1%	-10%	-3%	3%	-12%	2%	0%	3%
COc1ccc(C(=O)N2CCCC(CCC(=O)NCc3ccc(F)c(F)c3)C2)cc1F (configuration not stated)	13%	2	15%	-9%	-5%	-3%	-1%	29%	13%	19%	-12%
O=C(O)Cc1ccc2c(c1)N(S(=O)(=O)c1cccs1)CC(C(=O)O)O2 (configuration not stated)	-1%	12	1%	-2%	-11%	9%	-4%	-10%	-17%	13%	5%
Cc1cc(NC(=O)CSCC(=O)N(C)Cc2c(F)cccc2Cl)no1	nt	-4	0%	nt	nt	-2%	3%	nt	3%	17%	-1%
COc1ccc(-c2nnn(Cc3nc(N)nc(N4CCCCC4)n3)n2)cc1	12%	10	-1%	-7%	-17%	6%	-5%	37%	-20%	-32%	0%
Cc1ccc(NC(=O)CN(c2ccc3c(c2)OCO3)S(=O)(=O)c2c(C)n[nH]c2C)cc1	-10%	4	1%	7%	-16%	-4%	3%	?	-5%	-18%	0%
C=CCSc1nc(N)c(C#N)c(-c2ccccc2)c1C#N	0%	6	3%	?	-1%	-2%	10%	-1%	1%	-25%	3%
COc1ccccc1N1CCN(C(=O)C(=O)c2c(C)n(C)c3ccccc23)CC1	nt	11	-1%	-20%	-10%	-6%	2%	-1%	3%	-14%	2%
FC(F)Oc1ccc(NC(=S)NC2CCSc3ccccc32)cc1 (configuration not stated)	0%	-12	6%	nt	-2%	0%	-1%	-8%	13%	-66%	-5%
CCc1nc(SCC(=O)N2c3ccccc3Sc3ccccc32)c2ccccc2n1	-2%	-16	-4%	-8%	0%	-1%	-9%	-41%	-14%	1%	0%
Cn1c(=O)c2[nH]c(Nc3ccccc3)nc2n(C)c1=O	-1%	9	1%	6%	7%	0%	-6%	41%	-12%	-32%	-7%
COc1ccc(-c2ccc([C@H]3[C@H]4C=CC[C@@H](C)[C@@H]4C(=O)N3Cc3ccccc3)c(F)c2)cc1OC	-4%	-5	-15%	nt	-1%	-5%	-9%	?	1%	-46%	1%

Reprinted from the results shown for reference:
SMILES	PKM2 activator	Giardia kill	Rab9 promoter act	Menin MLL FP TR	Gal4-VP16 FLuc	NPC1 promoter act	ELG1 genotox	RORg inh	p53 reactivator	BRCA1 expr up	FLuc counter
Cc1cc(NC(=O)CSCC(=O)N(C)Cc2c(F)cccc2Cl)no1	nt	-4	0%	nt	nt	-2%	3%	nt	3%	17%	-1%
COc1ccc(-c2nnn(Cc3nc(N)nc(N4CCCCC4)n3)n2)cc1	12%	10	-1%	-7%	-17%	6%	-5%	37%	-20%	-32%	0%

Additional compounds follow:
SMILES	PKM2 activator	Giardia kill	Rab9 promoter act	Menin MLL FP TR	Gal4-VP16 FLuc	NPC1 promoter act	ELG1 genotox	RORg inh	p53 reactivator	BRCA1 expr up	FLuc counter
O=C(C1=C[C@H](c2ccc(Br)cc2)C[C@H](OCc2ccc(CO)cc2)O1)N1CCN(Cc2ccc3c(c2)OCO3)CC1	2%	?	-5%	?	-29%	-2%	-14%	12%	-5%	-47%	0%
C#CCN(C(=O)c1cc(COc2ccc(C)c(C)c2)on1)C1CCCCC1	-6%	2	-3%	-3%	?	-1%	-5%	?	-1%	-33%	6%
O=C(CN1CCOCC1)Nc1cccc(S(=O)(=O)N2CCCCCC2)c1	-6%	14	2%	9%	-1%	-15%	1%	17%	-1%	1%	-1%
CCOc1ccccc1NC(=O)Cn1c(=O)n(CCC(=O)NC2CCCC2)c(=O)c2ccccc21	-2%	nt	10%	8%	-7%	3%	-1%	14%	5%	nt	-2%
Cc1ccc(S(=O)(=O)NC(CCc2ccccc2)CC(=O)C(C)(C)C)cc1 (configuration not stated)	-1%	18	-8%	9%	-26%	-5%	-1%	35%	1%	-51%	-1%
O=C(NN1C(=O)c2ccccc2NC1c1ccc([N+](=O)[O-])o1)c1ccccc1 (configuration not stated)	5%	-85*	-1%	-1%	?	-2%	-13%	?	11%	-39%	1%
Cc1ccccc1C(=O)OC1OC(=O)C(Cl)=C1Nc1ccc(C(=O)O)cc1 (configuration not stated)	13%	-11	10%	-4%	-2%	0%	-9%	23%	-1%	3%	?
O=C(c1ccco1)N(CCCN1CCOCC1)c1nc(-c2ccc(Cl)cc2)cs1	12%	-3	-2%	13%	-20%	-7%	-31%[inhibitor]	-42%	-10%	-51%	-1%
COC(=O)c1ccnc(SCC(=O)c2ccccc2)c1	-12%	-14	2.8µM*	-2%	-4%	3.2µM*	15µM*	17%	?	98%	3.8µM*
COc1ccc(NC2CCCN(C(=O)CCN3Cc4ccccc4C3=O)C2)cc1 (configuration not stated)	nt	-3	-4%	-17%	1%	-1%	0%[9.26 µM]	-16%	11%	-3%	0%
Cc1cc(C)n(-c2nc3ccccc3n3nnnc23)n1	6%	5	4%	?	2%	1%	19%	-1%	3%	30%	-1%
COc1cc(/C=C/C(=O)O)cc2c1OCCO2	0%	5	-4%	-6%	5%	-12%	0%	-5%	-2%	6%	1%
O=C(NCc1cccc(C(F)(F)F)c1)C1CC(c2ccc(C(F)(F)F)cc2)=NO1 (configuration not stated)	-1%	2	-1%	nt	-6%	-4%	0%	6%	-2%	-8%	-1%
CCN(CC)c1ccc(S(=O)(=O)N2CCOCC2)cc1NC(=O)CSC(=S)N1CCCC1	-3%	-11	0%	-7%	nt	-4%	-5%	nt	nt	-33%	-19%
Cc1ccc(/C=N/NC(=O)c2csc(C)c2)o1	3%	-5	10%	-8%	-10%	23%	8%	26%	26%	22%	15µM*
O=S(=O)(Cc1nnnn1-c1ccccc1)c1ccc(F)cc1	2%	4	7%	nt	-2%	3%	5%	-5%	-17%	0%	1%
O=C(CSc1nc2ccccc2n1CCc1ccccc1)NC1CC1	-2%	-8	-1%	-5%	0%	1%	-3%	3%	-13%	2%	-3%
CCc1cc2c(=O)c(-c3cnn(-c4ccccc4)c3)c(C)oc2c(CN2CCCCC2)c1O	4%	-9	-8%	11%	-12%	-7%	-4%	13%	4%	-30%	4%
CC(C(=O)NC1CCCCCC1)n1cc([N+](=O)[O-])cn1 (configuration not stated)	nt	4	7%	-4%	-4%	-1%	1%	-4%	-3%	-14%	-2%
O=C(O)c1ccc(NC(=O)c2ccccc2Br)c(NC(=O)c2ccccc2Br)c1	0%[11.5 µM]	6	-2%	0%	-1%	0%	-5%	-32%	13%	5%	4%
CCN(CC)C(=O)c1c(Cl)nc(C)c([N+](=O)[O-])c1C	-1%	-7	0%	-4%	-13%	1%	-11%	-19%	3%	-8%	-1%
